Assay outcomes (PubChem)
KOR beta-arrestin-1: KOR agonists, beta-arrestin recruitment, primary screen, cell-based, luminescence, uHTS (AID 1777). Kappa-type opioid receptor (Homo sapiens). KOR beta-arrestin recruitment, luminescence; higher % means a stronger effect. activation, % at 10 µM; hits with a dose series show EC50 in µM. 280,000 compounds, 0.02% hits; in the data active = activation above about 50%, passing the limit was not always enough; note: a part of the inactive calls stands beside numbers as strong as those of hits
XIAP antagonists: XIAP antagonists, biochemical, IAP family, fluorescence polarization (AID 1018); 200,000 compounds, 0.007% hits; E3 ubiquitin-protein ligase XIAP (Homo sapiens); XIAP BIR domain, fluorescence polarization peptide displacement; higher % means a stronger effect; displacement, % at 20 µM, or IC50 in µM where a hit was titrated; in the data active = displacement above about 50%; note: a part of the inactive calls stands beside numbers as strong as those of hits
KOR beta-arrestin-2: KOR antagonists, beta-arrestin recruitment, cell-based, luminescence, uHTS (AID 1778); 290,000 compounds, 0.091% hits; KOR beta-arrestin recruitment, luminescence, antagonist mode; higher % means a stronger effect; one-dose inhibition, % at 10 µM; IC50 in µM for titrated hits; note: strong numbers were not always called active
human PMI inhibition: inhibitors of human PMI, primary screen, biochemical, fluorescence intensity, coupled assay (AID 1209) | purified PMI enzyme, coupled fluorescence intensity; higher % means a stronger effect | inhibition, % at 20 µM, or IC50 in µM where a hit was titrated | 190,000 compounds, 0.42% hits;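 note: plate controls were DMSO vehicle for no effect and wells lacking substrate for full effect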
NOD2 inhibition: NOD2 signaling inhibitors, cell-based, luminescence, uHTS, HEK293 (AID 1566). HEK293 NOD2/NF-kB luciferase reporter, luminescence; higher % means a stronger effect. 290,000 compounds, 0.63% hits. inhibition, % at 4 µM, or EC50 in µM where a hit was titrated; note: many of its hits are not listed in these tables
PMI inhibition: human PMI inhibitors, high substrate, primary screen, biochemical, fluorescence intensity, high mannose 6-phosphate (AID 1220); Mannose-6-phosphate isomerase (Homo sapiens); recombinant PMI enzyme, coupled fluorescence intensity; higher % means a stronger effect; one-dose inhibition, % at 20 µM; IC50 in µM for titrated hits; 190,000 compounds, 0.66% hits
TNAP activators: human TNAP enzyme activators, primary screen, biochemical, luminescent, no phosphate acceptor, uHTS (AID 1001). 200,000 compounds, 0.03% hits. one-dose activation fold at 20 µM; EC50 in µM for titrated hits. Alkaline phosphatase, tissue-nonspecific isozyme (Homo sapiens). purified TNAP, luminescent activation assay, no phosphate acceptor; higher activation fold means a stronger effect; in the data active = activation fold from about 3, or a potency from the dose series; inactive = the rest, 99 in 100 with activation fold below about 1.6; note: many of its hits are not listed in these tables
NOD1 inhibition: NOD1 signaling inhibitors, primary screen, cell-based, luminescence, uHTS (AID 1578) | NOD1-driven NF-kB luciferase reporter cells, luminescence; higher % means a stronger effect | inhibition, % at 4 µM, or EC50 in µM where a hit was titrated | 290,000 compounds, 1% hits; in the data active = inhibition mostly above about 36%, no sharp cut-off; inactive = mostly below about 34%;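 note: HEK-293T reporter cells stimulated with the NOD1 agonist gamma-tri-DAP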
LYP inhibition: inhibitors of LYP phosphatase, biochemical, fluorescence intensity, uHTS (AID 1779) | one-dose inhibition, % at 11.5 µM; IC50 in µM for titrated hits | Tyrosine-protein phosphatase non-receptor type 22 (Homo sapiens) | 290,000 compounds, 0.054% hits | recombinant LYP phosphatase, fluorescence intensity; higher % means a stronger effect;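 note: plate controls were vehicle with enzyme for no effect and no enzyme for full effect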
* = called active by the depositor; . = no result given; [ ] = remark or other dose. Cut-off read from the data, not from the text of the source, unless noted: active = inhibition above about 50%; inactive = the rest.

SMILES	KOR beta-arrestin-1	XIAP antagonists	KOR beta-arrestin-2	human PMI inhibition	NOD2 inhibition	PMI inhibition	TNAP activators	NOD1 inhibition	LYP inhibition
CCn1c(=O)c2sccc2n2c(CCCC(=O)NCc3cccnc3)nnc12	-3.7%	.	-8.3%	.	-4.3%	.	.	-17.2%	-14.4%
Fc1ccc(-c2cnc(-c3cccs3)o2)cc1	4.3%	-1.9%	-33.8%	-12.8%	-89.5%	-9.2%	1	26.9%	-5.7%
Cc1cccc(N=C/C(C(=O)C(F)(F)F)=C(\O)c2ccco2)c1	0.6%	-3.6%	17.0%	-29.2%	-62.0%	-28.8%	1.1	-25.4%	-2.6%
COc1ccccc1-c1cc(C(=O)N2CCN(c3ccccc3)CC2)no1	-6.5%	.	-11.1%	.	21.6%	.	.	10.3%	-9.2%
COc1ccc(OCC(=O)O/N=C(\N)Cc2cccs2)cc1	2.8%	-20.4%	13.4%	3.7%	-9.1%	11.5%	1	-36.5%	3.6%
COc1ccc(NC(=O)Cc2ccc(Cl)cc2)cc1NC(=O)c1ccco1	-5.8%	-7.1%	3.0%	3.8%	6.6%	-0.9%	1.1	7.4%	-10.7%
O=C(CSc1nnc2c(n1)[nH]c1ccccc12)OCc1ccccc1	6.1%	-4.0%	-16.2%	13.5%	3.0%	11.4%	1	-32.8%	-6.2%
CCCCNC(=S)NNC(=O)c1ccc(Br)o1	-2.2%	-5.6%	-17.8%	-10.3%	8.9%	-10.4%	1.7	-2.2%	-8.7%
CCOC(=O)c1ccccc1NC(=O)C1COc2ccccc2O1 (configuration not stated)	7.0%	-2.5%	15.9%	4.7%	4.1%	4.9%	1.1	-15.6%	4.2%
O=C(Nc1ccc(F)cc1)C(c1ccccc1)N1CCN(S(=O)(=O)c2c(F)cccc2F)CC1 (configuration not stated)	8.0%	-2.5%	-5.3%	13.9%	-16.7%	13.3%	1.3	-12.9%	2.2%
CN(c1ccc(F)cc1)S(=O)(=O)c1ccc(Cl)c(C(=O)OCC(=O)NCc2ccco2)c1	-1.3%	-5.1%	-11.1%	2.7%	10.0%	-0.3%	1.2	-13.2%	2.8%
S=c1oc(-c2ccncc2)nn1CCc1ccncc1	-2.0%	-4.2%	6.6%	12.4%	15.2%	13.4%	1.1	9.6%	-5.0%
CN(Cc1nc(-c2ccccc2)no1)C(=O)c1ccco1	0.5%	.	-20.5%	.	-3.3%	.	.	-48.6%	-5.0%
O=C(NN1C(=O)/C(=C/c2cccnc2)SC1=S)C(c1ccccc1)c1ccccc1	1.1%	-3.0%	1.3%	10.9%	14.3%	4.9%	1.2	14.9%	3.7%
CCc1ccc(OCCCC(=O)Nc2ccc(S(=O)(=O)Nc3cc(C)nc(C)n3)cc2)cc1	-2.7%	.	-1.8%	.	-17.0%	.	.	-30.5%	-8.6%
CC(=O)Nc1cc(NC(C)=O)c(N=Nc2ccccc2)cc1C	-2.1%	.	10.2%	.	-8.0%	.	.	-5.7%	-0.4%
COc1ccc(N2CCN(C(=O)c3ccc(NC(=O)C4=CSCCO4)cc3)CC2)cc1	-2.8%	.	1.8%	.	17.8%	.	.	-10.6%	-5.9%
O=C(NC(=S)NC1CCCc2ccccc21)c1ccc(F)cc1 (configuration not stated)	3.3%	.	-29.4%	.	4.0%	.	.	26.1%	-3.7%
CNC(=S)NNC(=O)c1ccccc1Cl	-6.3%	.	-6.0%	.	8.5%	.	.	-0.9%	-5.0%
COc1ccc(C2NC(=S)NC(C)=C2C(=O)N2CCOCC2)cc1 (configuration not stated)	-9.2%	-3.6%	9.7%	-4.3%	17.1%	-5.4%	1.1	-15.1%	-3.9%
C/C(Cl)=C\CNC(C)c1ccccc1 (configuration not stated)	-0.9%	-1.3%	9.8%	-4.4%	9.1%	-2.8%	1	-1.4%	-7.3%
Cc1cc(C(=O)OCC(=O)NC(C)C)c2ccccc2n1	-1.2%	.	7.8%	.	6.3%	.	.	-12.8%	-6.9%
Oc1ccc(CN2CCCCC2)c2cccnc12	1.4%	2.7%	-7.4%	43.3%	0.9%	50.5%*	1.1	-30.9%	-4.7%
CCNC(=O)NC(C(=O)OC)C12CC3CC(CC(C3)C1)C2 (configuration not stated)	-4.2%	-0.4%	7.0%	7.5%	3.1%	6.0%	1.1	.	-7.4%
COc1ccc2cc(C3(C)NC(=O)N(CC(=O)NCC(F)(F)F)C3=O)ccc2c1 (configuration not stated)	-2.8%	.	-29.7%	.	17.1%	.	.	1.9%	-7.1%

Single records (already shown). Values in the order: KOR beta-arrestin-1	XIAP antagonists	KOR beta-arrestin-2	human PMI inhibition	NOD2 inhibition	PMI inhibition	TNAP activators	NOD1 inhibition	LYP inhibition
Shown for O=C(NN1C(=O)/C(=C/c2cccnc2)SC1=S)C(c1ccccc1)c1ccccc1 → 1.1%	-3.0%	1.3%	10.9%	14.3%	4.9%	1.2	14.9%	3.7%
Shown for CCOC(=O)c1ccccc1NC(=O)C1COc2ccccc2O1 (configuration not stated) → 7.0%	-2.5%	15.9%	4.7%	4.1%	4.9%	1.1	-15.6%	4.2%
Shown for O=C(Nc1ccc(F)cc1)C(c1ccccc1)N1CCN(S(=O)(=O)c2c(F)cccc2F)CC1 (configuration not stated) → 8.0%	-2.5%	-5.3%	13.9%	-16.7%	13.3%	1.3	-12.9%	2.2%

Taken from above:
Result for COc1ccc(NC(=O)Cc2ccc(Cl)cc2)cc1NC(=O)c1ccco1 under NOD2 inhibition: 6.6%
Result for CCCCNC(=S)NNC(=O)c1ccc(Br)o1 under TNAP activators: 1.7

Continuation:
SMILES	KOR beta-arrestin-1	XIAP antagonists	KOR beta-arrestin-2	human PMI inhibition	NOD2 inhibition	PMI inhibition	TNAP activators	NOD1 inhibition	LYP inhibition
O=C(CSc1nnnn1-c1ccccc1)N1CCN(C(=O)c2ccco2)CC1	-0.2%	-1.6%	7.8%	10.8%	7.0%	5.1%	1	-3.8%	-8.9%
CCOc1ccccc1NC(=O)c1ccc(NC(=O)C2CCCO2)cc1 (configuration not stated)	2.6%	.	-8.1%	.	-13.0%	.	.	-21.0%	-2.8%
Cc1ccc(S(=O)(=O)Oc2ccc(/C=N/NC(=O)c3ccncc3)cc2)cc1	7.4%	.	-1.1%	.	12.3%	.	.	-9.1%	-4.2%
Cc1ccc(/C=C/c2nc3ccccc3c(=O)n2CCc2ccccc2)cc1	1.0%	-2.9%	8.9%	20.4%	1.5%	9.4%	1.1	2.8%	-2.0%
c1ccc(N(c2ccccc2)c2nc(N3CCCC3)nc(-n3ccnc3)n2)cc1	0.8%	-1.1%	1.1%	14.3%	-6.5%	10.0%	1	-0.6%	1.5%
COc1cccc(NC(=O)NCCCN2CCN(c3ccc(F)cc3)CC2)c1	-4.2%	-0.3%	7.9%	3.1%	4.0%	5.6%	1	.	-6.0%
CC(=O)Oc1ccccc1N1C(=O)c2ccc(C(=O)O)cc2C1=O	1.5%	2.2%	30.2%	1.0%	1.9%	-4.3%	1	-6.7%	0.5%
N#C/C(=C\c1cccs1)C(=O)c1ccccc1Cl	.	.	-17.7%	.	-20.9%	.	.	18.1%	-3.2%
Cc1ccccc1CN1C(=O)C(O)(CC(=O)c2ccncc2)c2ccccc21 (configuration not stated)	0.0%	-17.0%	-106.9%	7.4%	9.4%	6.7%	1.1	-5.0%	-0.6%
CN(CC(=O)Nc1cccc(F)c1)C(=O)c1cccc(S(=O)(=O)N2CCN(c3ccccc3)CC2)c1	8.8%	.	-26.3%	.	4.6%	.	.	-7.3%	-6.5%
COc1ccc(Cc2nnc(NC(=O)CS(=O)(=O)Cc3ccccc3)s2)cc1	4.4%	.	-47.1%	.	12.2%	.	.	-8.1%	-7.9%
CC(=O)N(Cc1ccco1)Cc1cc2cccc(C)c2n2nnnc12	-5.3%	-1.7%	11.6%	-5.3%	13.1%	-2.6%	1.1	-30.3%	0.4%
COc1ccc(C(=O)Nc2ccc(OCC(F)(F)C(F)F)c(C(F)(F)F)c2)cc1OC	14.1%	-22.7%	-60.1%	19.6%	10.2%	18.1%	1	.	2.9%
Cc1cc(Cl)ccc1NC(=O)CSc1nnc(-c2ccncc2)n1Cc1ccco1	3.2%	-8.2%	-51.9%	4.4%	2.0%	-1.7%	1.1	-0.4%	0.1%
COc1cc(/C=N/NC(=O)c2cc(C)oc2C)cc(OC)c1OC	2.6%	-4.0%	-7.4%	3.9%	-21.1%	1.2%	1	-40.4%	7.5%
Cc1ccc(COc2ccsc2C(=O)O)cc1	-4.3%	-10.6%	15.3%	-2.1%	4.1%	-8.4%	1.1	-36.5%	-3.4%
O=C(COC(=O)c1ccccn1)Nc1nccs1	0.9%	-2.5%	-2.7%	4.6%	5.7%	-0.1%	1.1	-14.7%	-0.2%
O=c1cc(O)c2c(=O)[nH]c(=O)n(-c3ccccc3)c2[nH]1	2.1%	-5.8%	5.3%	6.8%	15.7%	9.5%	1.1	-9.1%	-2.8%
C=CC(=O)NCC1OCCc2ccccc21 (configuration not stated)	.	-4.6%	-38.5%[20 µM]	.	14.1%	.	1.1	-28.7%	-5.2%
Cc1cccc(CC(=O)NCCn2c(C)cc3ccccc32)c1	6.2%	-5.6%	-24.8%	-11.3%	2.3%	11.8%	1	-12.8%	-3.3%
CCCCCC(=O)Nc1nc(C)c(-c2csc(Nc3ccccc3OCC)n2)s1	-4.0%	-5.4%	58.4%	22.5%	7.2%	17.3%	1	-32.8%	1.5%
CN1C(=O)/C(=C/c2ccccc2OCc2ccccc2)NC1=S	2.1%	-1.4%	20.6%	12.5%	20.6%	5.9%	1.1	2.3%	-6.8%

3 compounds picked at random from those above, as already listed:
SMILES	KOR beta-arrestin-1	XIAP antagonists	KOR beta-arrestin-2	human PMI inhibition	NOD2 inhibition	PMI inhibition	TNAP activators	NOD1 inhibition	LYP inhibition
COc1cccc(NC(=O)NCCCN2CCN(c3ccc(F)cc3)CC2)c1	-4.2%	-0.3%	7.9%	3.1%	4.0%	5.6%	1	.	-6.0%
COc1ccc(C(=O)Nc2ccc(OCC(F)(F)C(F)F)c(C(F)(F)F)c2)cc1OC	14.1%	-22.7%	-60.1%	19.6%	10.2%	18.1%	1	.	2.9%
CN(c1ccc(F)cc1)S(=O)(=O)c1ccc(Cl)c(C(=O)OCC(=O)NCc2ccco2)c1	-1.3%	-5.1%	-11.1%	2.7%	10.0%	-0.3%	1.2	-13.2%	2.8%

Molecules from the list above that contain a COOH group (two):
SMILES	KOR beta-arrestin-1	XIAP antagonists	KOR beta-arrestin-2	human PMI inhibition	NOD2 inhibition	PMI inhibition	TNAP activators	NOD1 inhibition	LYP inhibition
CC(=O)Oc1ccccc1N1C(=O)c2ccc(C(=O)O)cc2C1=O	1.5%	2.2%	30.2%	1.0%	1.9%	-4.3%	1	-6.7%	0.5%
Cc1ccc(COc2ccsc2C(=O)O)cc1	-4.3%	-10.6%	15.3%	-2.1%	4.1%	-8.4%	1.1	-36.5%	-3.4%

This is a subset; count on the stated rates, not on these rows.
